CatB inh – inhibitors of human cathepsin B. purified cathepsin B, fluorogenic substrate, fluorescence. 0.1% of 63,000 active. P07858. inhibition, %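 (tested at 10 µM)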; in the data active = inhibition above about 21%;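 also: 0% = enzyme with no compound and 100% = no enzyme blank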
Her2 expr inh – inhibitors of human Her2 kinase expression | 0.69% of 65,000 active | SKBR-3 HER2 protein level, AlphaScreen, 18-24 h; stronger effect = lower value | HER2 level % of control, % at 10 µM;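 active = HER2 level under 5% of the carrier-only control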;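 also: 100% = DMSO carrier and 0% = 500 nM PU-H71 HSP90 inhibitor; lower value means stronger loss of Her2 protein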
C1s block – blocks human complement C1s protease activity | P09871 | purified C1s, fluorogenic AMC substrate, pooled mixtures | mean inhibition % of two 10-compound mixtures (stronger effect = higher value), % at 5 µM (by protocol) | 0.16% of 62,000 active | AID 538;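 active = inhibition above 20% in each of the two 10-compound mixture wells holding the compound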;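 also: 0% = enzyme wells lacking compound mixture and 100% = no-enzyme blank wells; some compounds called inactive have numbers as strong as hits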
Target sequence (P09871 16-437 limits assumed): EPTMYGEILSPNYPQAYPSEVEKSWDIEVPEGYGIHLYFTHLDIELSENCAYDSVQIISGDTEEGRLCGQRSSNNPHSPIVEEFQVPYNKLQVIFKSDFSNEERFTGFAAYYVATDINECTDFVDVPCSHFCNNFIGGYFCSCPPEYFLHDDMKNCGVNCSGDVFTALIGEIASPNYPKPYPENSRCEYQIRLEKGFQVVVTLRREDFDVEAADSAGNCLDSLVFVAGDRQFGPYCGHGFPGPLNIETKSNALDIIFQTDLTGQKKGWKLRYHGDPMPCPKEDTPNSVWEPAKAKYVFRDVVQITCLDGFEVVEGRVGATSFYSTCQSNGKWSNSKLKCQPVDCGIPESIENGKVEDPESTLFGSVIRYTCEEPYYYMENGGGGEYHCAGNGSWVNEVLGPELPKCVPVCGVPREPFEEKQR
Target sequence (P09871 438-688 limits assumed): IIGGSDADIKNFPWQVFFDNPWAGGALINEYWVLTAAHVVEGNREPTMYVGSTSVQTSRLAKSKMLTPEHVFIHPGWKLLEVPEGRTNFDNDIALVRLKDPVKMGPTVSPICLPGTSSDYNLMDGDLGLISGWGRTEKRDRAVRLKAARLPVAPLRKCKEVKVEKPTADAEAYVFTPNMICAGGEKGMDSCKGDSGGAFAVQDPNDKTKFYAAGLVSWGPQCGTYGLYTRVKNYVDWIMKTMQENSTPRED
ROCK2 blocker – ROCK2 (human) kinase inhibition; purified ROCK2, Kinase-Glo ATP depletion luminescence; inhibition, % at 6 µM; 0.35% of 60,000 active;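 active = inhibition above the screen-wide mean inhibition plus 3 SD, cut at about 18% in these data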;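 also: plate controls were DMSO wells for no effect and Y-27632 control wells after no-enzyme background subtraction for full effect; many of its hits are not listed in these tables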
Cathepsin G inh – inhibitors of human cathepsin G; AID 581; inhibition, % at 5 µM (by protocol); purified enzyme, AMC-tetrapeptide fluorescence, pooled mixtures; 0.2% of 62,000 active; P08311;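 active = inhibition above 20% in each of the two mixture wells holding the compound; inactive = inhibition of 20% or less in either well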;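 also: 0% = enzyme control without mixture and 100% = blank lacking enzyme; strong numbers were not always called active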
Target sequence (P08311 21-244 limits assumed): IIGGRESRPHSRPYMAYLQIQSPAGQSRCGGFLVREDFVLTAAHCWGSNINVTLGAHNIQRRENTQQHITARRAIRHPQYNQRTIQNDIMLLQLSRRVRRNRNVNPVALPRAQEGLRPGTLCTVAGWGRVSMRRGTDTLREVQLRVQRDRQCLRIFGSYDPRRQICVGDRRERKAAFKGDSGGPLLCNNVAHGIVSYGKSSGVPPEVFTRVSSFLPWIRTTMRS
PKA inh – blocks human protein kinase A activity; PKA Kemptide phosphorylation, Kinase-Glo ATP luminescence; inhibition, % at 6 µM; 0.1% of 65,000 active; AID 524;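 active = inhibition above the screen-wide mean inhibition plus 3 SD, cut at about 21% in these data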; also: many of its hits are not listed in these tables
CatS inh – human cathepsin S inhibition | P25774 | recombinant cathepsin S, AMC dipeptide fluorescence, pooled mixtures | inhibition, %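 (tested at 5 µM per compound within 10-compound mixtures)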 | 0.06% of 62,000 active; in the data active = inhibition above about 32%, passing the limit was not always enough;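 also: 0% = enzyme without compound and 100% = blank without enzyme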
CatB mix inh – inhibitors of human cathepsin B in compound mixtures | Purified cathepsin B, AMC dipeptide fluorescence | AID 488 | inhibition, %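 (ten-compound pools at 5 µM per compound and 50 µM total)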 | 0.06% of 62,000 active; in the data active = inhibition above about 22%, passing the limit was not always enough;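 also: 0% = enzyme without compound and 100% = no enzyme blank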
CatL inh – blocks human cathepsin L protease activity; P07711; purified cathepsin L, fluorogenic substrate, fluorescence; inhibition, %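 (tested at 10 µM)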; 0.17% of 58,000 active; in the data active = inhibition above about 45%;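 also: 0% = enzyme with no compound and 100% = no enzyme blank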
Starred values were filed as active, the others as inactive; . = no result given. An excerpt (hit frequency here may not be typical).

SMILES	CatB inh	Her2 expr inh	C1s block	ROCK2 blocker	Cathepsin G inh	PKA inh	CatS inh	CatB mix inh	CatL inh
COc1ccc(-c2nn3cnnc3s2)cc1OC	-1	59	-3	9	8	2	1	-6	4
O=C(CN1C(=O)COc2ccccc21)NCCCN1CCc2ccccc2C1	2	94	6	-4	47	-6	9	2	5
CCCCOc1ccc(C(=O)NC)cc1	-2	90	3	-11	1	-5	-12	-2	-14
O=C(NCc1ccccc1)N(Cc1nc2ccccc2c(=O)[nH]1)C1CCCC1	0	72	-17	4	-13	8	-2	-1	17
O=C(Nc1ccc(N2CCN(C(=O)c3ccco3)CC2)cc1)c1ccccc1F	1	92	-5	2	7	-1	11	5	13
CC(=O)[C@H]1CC[C@H]2[C@@H]3CCC4=CC(=O)CC[C@]4(C)[C@H]3CC[C@]12C	4	103	5	8	8	0	-4	-9	-3
Cc1ccc(N2C(=O)[C@@H]3[C@H](C2=O)C2CCCN2[C@@H]3C(=O)c2ccccc2)cc1 (stereo not given in full)	1	53	.	6	.	6	.	.	17
COCCCNC(=O)c1cc(OC)c(OC)c(OC)c1	5	112	-20	1	-4	3	-3	-1	.
CCC(c1nnc(SCC(=O)NCC2CCCO2)n1Cc1ccccc1)N(C)C (stereo not given)	-4	73	-27	0	-2	-1	-5	4	0
CCCCOc1ccc(NC(=O)CSCC(=O)OCC)cc1	4	98	9	4	12	3	10	2	19
COc1cccc(CNC(=O)CCNS(=O)(=O)c2cccs2)c1	-2	191	0	.	3	9	-6	21	1
O=C(NCCNC(=O)C(F)(F)F)c1ccncc1	-6	101	-4	6	-1	4	-2	3	6
Cc1ccc(OC(=O)CCC(=O)Nc2ccc(S(=O)(=O)Nc3cc(C)on3)cc2)cc1	1	95	16	5	9	3	-1	2	.
CCN(CC)C(=O)CSc1nnc([C@@H](NC(=O)OC(C)(C)C)C(C)C)o1	4	189	-15	5	7	-2	-11	4	10
O=C(c1oc2ccccc2c1CSCc1ccccc1)N1CCN(c2ncccn2)CC1	0	58	1	5	0	9	0	3	-1
CCn1cc(C2=NOC(C(=O)Nc3cccc(C(C)=O)c3)C2)c(C)n1 (stereo not given)	1	98	-189	6	-12	7	-19	-3	-6
Cn1nccc1/C=C(/C#N)S(=O)(=O)c1ccccc1	7	117	-45	4	-5	0	7	2	2
Cn1c(C(=O)N2CCCC(C(=O)NCCCc3ccccc3)C2)cc2sccc21 (stereo not given)	-3	77	-1	4	3	7	4	-3	2
Cc1cc(C(=O)OCC(=O)N2CC(=O)Nc3ccccc32)no1	6	78	-5	3	-1	8	14	4	1
COc1cc(OC)c2c(C)cc(=O)oc2c1	-2	89	-46	9	0	12	-13	-6	-37
COc1ccc(-c2oc3ncnc(NCCN4CCOCC4)c3c2-c2ccc(OC)cc2)cc1	2	52	-10	6	7	5	0	4	-10
O=C(OC(C(=O)NCc1cccs1)c1ccc(F)cc1)c1ccco1 (stereo not given)	-3	80	-2	5	-3	9	-5	-3	-5
NC(=O)c1ccsc1NC(=O)c1nc(-c2ccccc2)n(-c2ccccc2)n1	8	83	4	7	-4	5	12	3	3
CCn1c(-c2ccsc2)nc2c1c(=O)[nH]c(=O)n2Cc1ccccc1	0	75	12	4	13	-2	5	4	16
Cc1ccc(OCc2nn3c(-c4ccco4)nnc3s2)cc1	6	116	-4	1	-3	8	10	4	12

Going on with the list:
SMILES	CatB inh	Her2 expr inh	C1s block	ROCK2 blocker	Cathepsin G inh	PKA inh	CatS inh	CatB mix inh	CatL inh
COC(=O)c1ccccc1Nc1cc(C)nc2nc(C)nn12	3	110	1	4	7	6	-3	6	-2
CCc1cccc(NC(=O)Nc2cccs2)c1	2	81	13	-2	11	-6	6	8	11
CC(=O)Nc1ccc2[nH]c3ccccc3c2c1	-2	117	-9	3	9	7	1	1	7
COc1ccc(C(=O)Nc2cccc(C(C)=O)c2)cc1OC	-1	80	12	-2	9	-2	-8	1	-20
Cc1ccc(CCNC(=O)c2nnn(-c3cc(C)cc(C)c3)c2N)cc1	1	43	15	2	10	4	-1	4	2
CN(C)c1ccc(NC(=O)CSc2nc3ccccc3c(=O)n2C2CCCCC2)cc1	2	113	-11	5	1	7	8	-4	.
Cc1onc(-c2ccccc2)c1C(=O)Nc1cccc(C#N)c1	7	73	-1	4	-6	10	22	2	4
CCC(=O)N1CCc2cc(S(=O)(=O)N3CCc4ccccc4C3)ccc21	0	57	-16	.	3	12	0	3	-2
COc1cccc(-c2nnc(N(C)C(=O)c3ccno3)s2)c1	0	119	-9	2	8	11	-3	-3	0
COc1ccc(NC(C)c2cc(Cl)ccc2O)cc1 (stereo not given)	7	80	12	8	7	10	-5	1	.
COc1cc(OC)c(C2N(c3ccc(Cl)c(Cl)c3)C(=O)C3CCCN32)cc1OC (stereo not given)	4	83	17	0	5	-5	0	0	-4
Fc1ccccc1CSc1nnc(-c2cccs2)o1	4	120	13	6	13	6	9	5	30
Nc1cc(-c2ccccc2)ccc1O	1	113	-4	6	1	8	6	2	1
Cc1cccc(CCNC(=O)C2CCN(S(=O)(=O)c3c(C)nn(C)c3C)CC2)c1	0	88	-24	-4	-2	-7	7	1	9
CCOC(=O)N1CCN(c2c(NCCCN(CC)c3cccc(C)c3)c(=O)c2=O)CC1	4	93	6	4	7	8	-3	3	-11
COC(=O)c1ccc(NC(=O)C2CCCN(S(=O)(=O)c3cnc[nH]3)C2)cc1 (stereo not given)	-1	93	0	0	-2	2	-2	2	.
CCOC(=O)N1CCN(C(=O)c2cc3sccc3n2C)CC1	-3	148	-14	4	-4	6	-4	3	.
CCCSc1nnc(NC(=O)Nc2ccc(F)cc2)s1	-1	56	1	3	8	3	-4	4	-3
Cc1ccc2cc(CN(CCCN3CCOCC3)C(=O)NC3CCCCC3)c(=O)[nH]c2c1C	-6	92	4	-6	5	-4	-5	3	-12
CN(C/C(O)=C(\C#N)c1ccccc1)C1CCCCC1	5	134	-9	4	11	4	10	-1	10
COc1ccccc1N1CCN(C(CNC(=O)c2ccc3c(c2)OCO3)c2cccnc2)CC1 (stereo not given)	-3	95	-17	5	0	14	-2	-5	16
O=C(CSc1nc2c(cnn2-c2ccccc2)c(=O)[nH]1)N1CCOCC1	8	109	13	3	10	10	-2	2	.
CN1CCN(C(=O)c2ccc3ccccc3c2)CC1	.	100	-26	-1	-1	-1	-3	5	.
COc1ccc(CCNC(=O)CSc2nc3c(c(=O)n(C)c(=O)n3C)n2C(C)C)cc1OC	-2	64	4	6	2	5	6	2	.
Cn1c(=O)c2c(nc(NCc3ccc4c(c3)OCO4)n2C)n(C)c1=O	-5	90	0	-3	-1	-2	-8	-4	-1

(next part)
SMILES	CatB inh	Her2 expr inh	C1s block	ROCK2 blocker	Cathepsin G inh	PKA inh	CatS inh	CatB mix inh	CatL inh
Cc1ccc2cccc(S(=O)(=O)n3nc(C)cc3C)c2n1	1	72	-2	5	7	8	3	4	2
Cc1nc2ccc3nc(NC(=O)C4COc5ccccc5O4)sc3c2s1 (stereo not given)	8	83	-27	6	-8	2	16	4	.
O=C(O)Cn1cccc1C(=O)c1ccccc1	1	101	11	3	7	10	-1	4	-2
CCC(C)NC(=O)C1CN(S(=O)(=O)c2ccccc2)CCN1S(=O)(=O)c1ccccc1 (stereo not given)	1	88	-8	-3	25	-9	3	-1	23
COc1ccc(C)cc1NCc1cccc(OC)c1OC	2	69	3	-1	5	1	-10	6	-3
O=C1NC2NC(=O)N(C(Cc3ccccc3)C(=O)O)C2N1 (stereo not given)	4	185	-25	5	-7	8	15	4	3
CCOc1ccc(-c2cc3nc(C4CCN(C(=O)OC(C)(C)C)CC4)c(C(=O)O)cn3n2)cc1	3	136	1	1	10	-2	12	-1	10
CC(=O)c1sc(N2C(=O)c3oc4ccccc4c(=O)c3C2c2ccc(C)o2)nc1C (stereo not given)	3	14	12	3	8	1	-4	3	.
CCOc1ccc(C(=O)COC(=O)CC)cc1	1	111	16	.	10	.	6	2	.
Cc1cc(C(F)(F)F)c2sc(N)nc2n1	2	86	-47	5	0	6	-5	-9	27
CCOc1ccc(CC(=O)NCc2cn3c(C)csc3n2)cc1	3	109	-7	2	12	3	11	2	.
COc1ccc(C(=O)N(Cc2ccco2)Cc2cc3cc(C)ccc3[nH]c2=O)cc1OC	5	90	12	2	16	1	10	0	.
COc1cc2c(cc1OC)CN(c1ccc(-c3ccccc3OC)nn1)CC2	5	-3.7*	-19	5	21	6	-1	9	1
CC1Oc2ccccc2N(CC(=O)c2cccc(Cl)c2)C1=O (stereo not given)	2	92	16	0	9	11	15	5	.
COc1ccc(CN2C(=O)[C@@H]3C(c4ccc(F)cc4)=NO[C@@H]3C2=O)cc1	-1	101	3	8	3	4	1	8	-1
O=C(NCc1ccco1)c1cccc(NC(=O)c2ccccc2)c1	-7	111	-33	2	-2	4	0	2	-4
CC(C)NC(=O)C1CCCN(c2nnc(-n3cccc3)s2)C1 (stereo not given)	1	.	7	-5	5	2	2	1	-5
O=C(NCC(=O)N(c1cccnc1)C(C(=O)NCc1ccco1)c1ccccc1)c1ccco1 (stereo not given)	7	69	16	4	14	6	40	1	15
O=C(CSc1nnc(COc2ccccc2Cl)o1)NC(=O)NC1CCCC1	0	97	4	-1	-4	-2	-4	4	-6
O=C(CN1CCN(Cc2ccccc2Cl)C1=O)N1CCCCCC1	-4	99	-30	.	-2	0	-2	0	3
CCN1CCN(c2nc3ccccc3nc2C(C#N)C(=O)OC2CCCCC2)CC1 (stereo not given)	1	72	-13	0	0	6	-2	-2	-13
CCOc1ccccc1OCCOCCN1CC(C)OC(C)C1 (stereo not given)	3	92	7	3	28	2	-3	4	-2
c1ccc(-c2nc(NCCCN3CCOCC3)c3ccccc3n2)cc1	6	88	7	0	7	3	15	3	7
O=C(Oc1ccccc1)c1c(Cl)cccc1P(=O)(O)O	-1	98	.	7	.	-1	.	.	1
COc1ccc(C2c3c(oc4ccccc4c3=O)C(=O)N2CCN2CCOCC2)cc1OC (stereo not given)	1	90	21	4	15	3	4	3	-3

Next results
SMILES	CatB inh	Her2 expr inh	C1s block	ROCK2 blocker	Cathepsin G inh	PKA inh	CatS inh	CatB mix inh	CatL inh
O=C(O)CCC(=O)c1cccc2ccccc12	0	106	5	-1	1	-2	-1	-2	3
COc1ccc(-c2nnc3ccc(SCC(=O)NCC4CCCO4)nn23)cc1 (stereo not given)	-2	117	0	1	1	10	-5	-2	-5
O=C(O)c1c[nH]c2ccc(S(=O)(=O)N3CCOCC3)cc12	0	82	.	1	.	0	.	.	9
COC(=O)c1cc(S(=O)(=O)N2CCC(C)CC2)ccc1F	-4	87	10	.	11	5	8	3	12
CC1(C)CC(=O)C=C(NCC2CCCO2)C1 (stereo not given)	0	90	-66	0	-31	4	-40	-3	-2
CC1CCCN(c2ncnc3c2cnn3-c2ccc(Cl)cc2)C1 (stereo not given)	3	42	-6	5	-6	4	-4	2	.
Nc1nnc(SCc2cc3c(cc2Cl)OCO3)s1	0	98	1	5	10	11	0	-10	12
COc1ccc(-c2noc(CSc3nnc(Cc4ccccc4)n3-c3cccc(C)c3)n2)cc1OC	-4	70	3	2	-1	4	-5	4	-1
Oc1ccc(Nc2nc(NCC3CCCO3)c3ccccc3n2)cc1 (stereo not given)	1	68	0	-5	1	-6	4	0	23

Another view of 5 compounds above:
Values run as follows: CatB inh	Her2 expr inh	C1s block	ROCK2 blocker	Cathepsin G inh	PKA inh	CatS inh	CatB mix inh	CatL inh
- CC1CCCN(c2ncnc3c2cnn3-c2ccc(Cl)cc2)C1 (stereo not given)
→ 3	42	-6	5	-6	4	-4	2	.
- Nc1nnc(SCc2cc3c(cc2Cl)OCO3)s1
→ 0	98	1	5	10	11	0	-10	12
- Oc1ccc(Nc2nc(NCC3CCCO3)c3ccccc3n2)cc1 (stereo not given)
→ 1	68	0	-5	1	-6	4	0	23
- COc1ccc(-c2nnc3ccc(SCC(=O)NCC4CCCO4)nn23)cc1 (stereo not given)
→ -2	117	0	1	1	10	-5	-2	-5
- CC1(C)CC(=O)C=C(NCC2CCCO2)C1 (stereo not given)
→ 0	90	-66	0	-31	4	-40	-3	-2

Screening results as filed in PubChem BioAssay.
